# Compound activity: PubChem, several laboratories
# H9c2 protect – myocardial damage modulation in H9c2 cells | H9c2 cardiomyocytes, H2O2 injury protection, ATPLite, 2 h | protection from H2O2 cell death, % at 20 µM | 360,000 tested, 0.63% active;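 active means compounds giving at least 50% protection of heart cells from peroxide-induced death in the single-dose screen, raw or plate-pattern-corrected value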;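 further: 0% = DMSO wells with peroxide and 100% = DMSO wells without peroxide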
# ABCB6 inh MLPCN – human ABCB6 transporter inhibition. K562-ABCB6 porphyrin accumulation, flow cytometry, 1 h; hits give low values. fluorescence ratio to DMSO, % at 10 µM. 360,000 tested, 0.19% active. AID 602162;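 active means fluorescence ratio to DMSO below 75%, the collection mean minus 3 SD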;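 further: signal is porphyrin accumulated inside mitochondria; 100% equals median channel fluorescence of DMSO control wells; lower ratio means ABCB6 inhibition with less porphyrin fluorescence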
# MC4R ag barr – activates human MC4R beta-arrestin recruitment | P32245 | U2OS MC4R beta-arrestin complementation, luminescence; percent of melanotan II response, DMSO zero | activation, % at 8.9 µM | 360,000 tested, 0.98% active | AID 540308;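 active means activation above a per-plate cutoff, the mean activation of sample wells on that plate plus 3 SD, cut at about 8% in these data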
# Target sequence (P32245 whole entry, looked up): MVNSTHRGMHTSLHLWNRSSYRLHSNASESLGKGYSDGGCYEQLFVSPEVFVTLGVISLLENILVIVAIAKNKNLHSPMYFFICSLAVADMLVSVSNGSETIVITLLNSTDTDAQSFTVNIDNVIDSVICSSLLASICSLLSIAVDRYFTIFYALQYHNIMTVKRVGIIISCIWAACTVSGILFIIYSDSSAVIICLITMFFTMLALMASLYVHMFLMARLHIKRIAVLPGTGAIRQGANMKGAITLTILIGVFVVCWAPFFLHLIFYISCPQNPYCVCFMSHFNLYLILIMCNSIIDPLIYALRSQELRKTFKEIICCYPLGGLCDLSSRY
# HTR2A ag – agonists of mouse serotonin 5-HT2A receptor (HTR2A). AID 624169. activation, % at 7.6 µM. CHO-K1 mHTR2A beta-arrestin complementation, luminescence; percent of 30 µM serotonin response. 360,000 tested, 0.66% active;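 active means activation above a run cutoff, the mean activation of all tested compounds plus 3 SD, cut at about 14% in these data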;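 further: 0% = plate median of compound wells and 100% = 30 µM serotonin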
# MC4R antagonist – human MC4R antagonism in cAMP assay. 360,000 tested, 0.48% active. MC4R-expressing cells, MTII-stimulated cAMP, LANCE TR-FRET. inhibition, % at 6.5 µM. AID 540295;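 active means inhibition above its plate's cutoff, the mean of tested wells on that plate plus 3 SD, cut at about 29% in these data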;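 further: 0% = Melanotan II alone and 100% = Melanotan II plus saturating MCL0020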
#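 Material – human MC4R-expressing U2OS cells · Repeats – no replicates · Detection – TR-FRET with Eu-cAMP and labeled anti-cAMP, 671 nm · Times – compound 30 min, challenge 1 h, detection 1 h · Compound – single nominal compound dose of 6.5 µM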
# CaV13 FRET inh – Primary screen for inhibitors of IQ motif and Ca2+-dependent inactivation inhibitor domain binding in CACNA1D, Förster resonance energy transfer in living cells, …; AID 743397; HEK cells, CFP/YFP FRET ICDI-IQ, plate reader, 10 min; percent FRET-ratio fall versus neutral wells; inhibition, % at 12.3 µM; 340,000 tested, 0.098% active;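 active means mean replicate inhibition of at least 30% and at least 1% of replicates passing that level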;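 further: 0% = median of the neutral control wells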
# aDG glyco up – increases alpha dystroglycan glycosylation; Pro5-aDG cells, alpha-DG glycosylation AlphaScreen (IIH6); 0% Pro5, 100% B10-LARGE cell signal; activation, % at 10 µM; 360,000 tested, 0.22% active;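 active means activation of at least 8% versus controls, or a plate z-score of at least 8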;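 further: Pro5 are CHO cells carrying HIG-tagged alpha-DG that lacks glycosylation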
# N-glyco inh – blocks N-linked glycosylation in D54 reporter cells; 360,000 tested, 0.23% active; D54 ERlucT glycosylation luciferase reporter, 24 h; percent of 100 nM tunicamycin response; reporter increase, % at 12.5 µM;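 active means mean luciferase reporter signal, scaled so untreated is 0 and the glycosylation-blocking control 100, at or above a set limit in every replicate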;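 further: luciferase carries N-glycosylation sites so blocking glycosylation raises the light; 0% = median of neutral control wells and 100% = median of 100 nM tunicamycin wells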
# Vif inh – blocks HIV Vif function; HEK293T cells, Vif self-association by quenched fluorescence, imaging, 24 h; inhibition, % at 7.49 µM; 340,000 tested, 0.35% active; in the data active means inhibition above about 50%, passing the limit was not always enough; further: some results filed as inactive read as strong as hits
# PDI turbidity – blocks human protein disulfide isomerase activity. inhibition, % at 10 µM. PDI insulin aggregation turbidity, A650, 90 min. 350,000 tested, 0.052% active. P07237;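 active means mean inhibition across replicates of 30% or more, whatever share of single replicates reach that level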;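 further: absorbance from insulin aggregation driven by PDI reduction with DTT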
# Target sequence (P07237 whole entry, looked up): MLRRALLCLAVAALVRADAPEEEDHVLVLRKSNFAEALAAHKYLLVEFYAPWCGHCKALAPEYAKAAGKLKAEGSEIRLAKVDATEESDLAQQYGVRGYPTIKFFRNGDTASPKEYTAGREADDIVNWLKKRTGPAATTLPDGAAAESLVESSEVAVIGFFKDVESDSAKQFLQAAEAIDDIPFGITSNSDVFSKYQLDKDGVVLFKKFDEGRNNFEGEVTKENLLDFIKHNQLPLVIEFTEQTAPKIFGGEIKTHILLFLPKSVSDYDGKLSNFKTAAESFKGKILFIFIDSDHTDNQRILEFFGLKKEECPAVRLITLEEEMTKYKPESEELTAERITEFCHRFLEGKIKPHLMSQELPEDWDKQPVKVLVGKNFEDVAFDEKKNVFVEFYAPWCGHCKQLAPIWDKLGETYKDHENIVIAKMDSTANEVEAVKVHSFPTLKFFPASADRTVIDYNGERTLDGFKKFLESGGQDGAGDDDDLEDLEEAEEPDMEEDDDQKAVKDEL
# * marks the source's active call; other numbers are inactive results; nt = not tested or not shown. The order is random; about 3.6% have a hit in one of these screens.
SMILES,H9c2 protect,ABCB6 inh MLPCN,MC4R ag barr,HTR2A ag,MC4R antagonist,CaV13 FRET inh,aDG glyco up,N-glyco inh,Vif inh,PDI turbidity
CCOC(=O)/C=c1\s/c(=C\c2ccc(C)cc2)c(=O)n1CC(=O)NCc1ccco1,0,90,3.4,2,10,-5,-0.5,1,-5,-3
CCNc1ccccc(C(=O)/C=C/c2ccc3c(c2)OCO3)c1=O,-12,133,-1.3,2,8,nt,-0.4,1,2,3
CCOc1cc2[nH]c(=S)n(CCCN3CCOCC3)c(=O)c2cc1OCC,1,97,-2.7,-1,-7,-7,-0.1,1,11,-5
c1ccc(-c2ccc3c(n2)CCCO3)cc1,1,92,-0.1,14,2,-5,-0.1,4,-3,13
Cc1cccc(C)c1OCCNC(=O)c1ccc2ccccc2n1,2,96,3.3,-4,-9,0,0.4,0,-11,-9
Cc1c(C(=O)N2CCC(C(N)=O)CC2)oc2ccc(Br)cc12,6,100,-2.4,1,1,-4,-0.1,-2,-2,1
CC(=O)Nc1ccc(S(=O)(=O)Nc2nccc(/C=C/c3ccccc3F)n2)cc1,-5,109,-2.8,-6,-7,-4,-0.2,-1,14,3
COc1ccccc1C(O)c1ncc(-c2ccccc2C)[nH]1 (stereo not drawn),-1,100,-0.5,0,6,-5,-0.4,0,9,-1
Nc1ccccc1C(=O)NCc1ccc(F)cc1,3,102,-2.0,-3,4,-1,0.2,-1,7,-5
CCOC(=O)C(=CNc1ccc2c(c1)CCN2C(C)=O)C(=O)OCC,6,87,-0.2,19*,-5,-20,1.9,0,-6,1
N/C(=N\OC(=O)/C=C/c1ccccc1Cl)c1ccncc1,-4,89,-1.4,3,5,-18,0.3,-9,6,0
Nc1nnc(CC(c2ccccc2)c2ccccc2)s1,-2,99,-0.6,6,5,-4,-0.3,1,1,7
COC(=O)c1cc(NC(=O)c2cccs2)ccc1N1CCOCC1,14,102,-1.8,-2,-7,-5,-0.1,3,8,-6
CNC(=O)[C@@]1(C)C=C[C@@H](Cc2ccccc2)N1C(=O)OC,6,102,-0.1,-1,8,-4,-0.1,1,-1,2
Cc1cc(C)n(-c2ccc(Cl)c(C(=O)Nc3ccc(OC(F)(F)F)cc3)n2)n1,0,92,3.0,6,7,-2,-0.1,-1,7,-1

# Quoted at random: 6 compounds from above.
SMILES,H9c2 protect,ABCB6 inh MLPCN,MC4R ag barr,HTR2A ag,MC4R antagonist,CaV13 FRET inh,aDG glyco up,N-glyco inh,Vif inh,PDI turbidity
CCOC(=O)/C=c1\s/c(=C\c2ccc(C)cc2)c(=O)n1CC(=O)NCc1ccco1,0,90,3.4,2,10,-5,-0.5,1,-5,-3
c1ccc(-c2ccc3c(n2)CCCO3)cc1,1,92,-0.1,14,2,-5,-0.1,4,-3,13
N/C(=N\OC(=O)/C=C/c1ccccc1Cl)c1ccncc1,-4,89,-1.4,3,5,-18,0.3,-9,6,0
Cc1cccc(C)c1OCCNC(=O)c1ccc2ccccc2n1,2,96,3.3,-4,-9,0,0.4,0,-11,-9
Cc1cc(C)n(-c2ccc(Cl)c(C(=O)Nc3ccc(OC(F)(F)F)cc3)n2)n1,0,92,3.0,6,7,-2,-0.1,-1,7,-1
Nc1ccccc1C(=O)NCc1ccc(F)cc1,3,102,-2.0,-3,4,-1,0.2,-1,7,-5

# Following part:
SMILES,H9c2 protect,ABCB6 inh MLPCN,MC4R ag barr,HTR2A ag,MC4R antagonist,CaV13 FRET inh,aDG glyco up,N-glyco inh,Vif inh,PDI turbidity
CCN1CCN(C(=O)CCCCCn2c(=O)[nH]c3cc(C(=O)OC)ccc3c2=O)CC1,17,87,-1.8,10,-3,-5,0.0,1,2,10
Cc1ccc(-c2nc3sc(C#N)c(N)n3c(=O)c2C#N)cc1,-3,107,0.2,3,5,-17,-0.5,-1,2,-1
CC(C)NC(=O)CN(CCc1ccccc1)S(C)(=O)=O,0,99,-2.0,-2,10,-12,0.0,2,nt,-4
OC(COC(c1ccccc1)c1ccccc1)CN1CCN(c2ccccn2)CC1 (stereo not drawn),-5,94,0.3,4,-3,-20,0.2,-1,1,-9
O=C(NCc1nnc(SC/C=C/c2ccccc2)o1)c1ccco1,4,86,-0.2,0,2,-3,0.1,-3,0,5
CC(C)CC(=O)Nc1cccc(C(=O)Nc2ccccc2C(=O)O)c1,3,94,-1.2,1,14,-4,0.3,0,-6,-5
COc1ccc(S(=O)(=O)N2CCN(C(=O)COc3ccc(C)c(C)c3)CC2)cc1OC,-4,91,-2.3,-2,3,-3,0.2,nt,nt,9
C/C(=N\NC(=O)COc1ccc(C)cc1[N+](=O)[O-])c1cccs1,-6,96,-1.3,3,-9,-4,0.3,1,-4,-1
Cc1noc(NS(=O)(=O)c2ccc(N)cc2)c1C,-2,105,-0.2,-4,2,-6,0.0,3,16,-3
COC(=O)c1ccc(C(=O)Nc2cc(Cl)ccc2Cl)cc1NC(=O)c1ccc(N(C)C)cc1,8,99,-2.8,2,3,-7,-0.4,1,-4,3
COc1cc(/C=C/C(C)=NNc2ccccc2)ccc1O,1,95,0.0,6,3,-5,-0.2,4,-16,1
Nn1c(C2CCC2)nc2ccccc2c1=O,1,100,-0.8,1,2,-2,-0.1,1,6,3
COC(=O)c1ccc(CNC(=O)CNc2cc(C(F)(F)F)ccc2N2CCOCC2)cc1,4,94,1.1,4,7,nt,0.1,-1,nt,12
COc1cccc(C(=O)OCC(=O)c2c[nH]c3ccccc23)c1O,-9,95,-2.3,-6,-1,-2,0.0,3,-9,10
CCOC(=O)C1(CCOc2ccccc2)CCN(Cc2cccc3c2OCO3)CC1,-19,90,1.8,-8,11,-5,0.1,-3,nt,3
COc1ccc(Cl)cc1NC(=O)c1cnc2n(c1=O)CCS2,9,100,0.6,0,24,-6,-0.2,1,17,-3
Cc1cccc(C)c1N(CC(=O)NCc1ccccc1)C(=O)c1csnn1,-1,94,1.5,1,8,-3,-0.1,1,22,-5
CCCn1ccnc1SCC(=O)Nc1c(C)n(C)n(-c2ccccc2)c1=O,9,99,-1.0,-2,-1,-3,-0.1,0,-4,-5
O=C(O)c1ccccc1S(=O)(=O)CC(=O)N1CCCCC1,0,100,-1.5,7,12,-3,0.0,3,40,-3
COc1ccc(CCC(=O)OCc2csc(CC(=O)Nc3ccccc3C)n2)cc1,6,91,-1.1,1,4,-5,-0.1,0,1,1
CCCn1nnc(NC(=O)/C=C/c2ccco2)n1,5,101,-3.0,4,10,-6,0.4,1,-18,1
COc1ccc(NC(=O)C2CCCN2S(=O)(=O)c2ccc3c(c2)C(C)(C)C(=O)N3C)cc1 (stereo not drawn),2,93,0.4,34*,18,-6,0.1,1,-5,-9
CCOC(=O)c1c(C)[nH]c(C(=O)OCC(=O)NCc2ccccc2)c1C,-10,96,-1.8,-2,6,-3,0.2,2,-4,-9
O=C1N(Cc2cccnc2)C[C@@H]2C[C@@H](c3cccc(C(F)(F)F)c3)N3CCC[C@@]123,2,105,-3.3,0,-9,-16,0.2,2,1,-2
COc1ccc(N2CCN(C(=O)c3c(-c4c(F)cccc4Cl)noc3C)CC2)cc1,6,101,-4.1,1,11,-5,-0.2,0,-1,6
CC(C)c1ccc(N(CC(=O)NN=C2CCN(C)CC2)S(=O)(=O)c2ccccc2)cc1,3,100,1.8,2,25,-5,-0.6,0,13,0
Cc1ccc(C(=O)NCc2nc3ccccc3[nH]2)o1,10,101,-2.5,6,1,-7,0.6,0,-5,1
CCN(c1ccccc1)S(=O)(=O)c1cccc(C(=O)O)c1,1,96,4.0,-4,-3,-8,0.0,1,-1,-1
CCOc1ccccc1CNn1cnnc1,3,98,-1.6,3,1,-5,-0.1,2,-2,9
CCOc1ccccc1NC(=O)Nc1cccc(NC(C)=O)c1,3,97,0.3,0,8,-5,-0.1,2,-6,0
O=C(CSc1nc2cc(S(=O)(=O)N3CCOCC3)ccc2o1)NC1CCCc2ccccc21 (stereo not drawn),13,94,-2.3,3,15,-6,-0.2,-2,2,2
Cc1ccc(NC(=O)CSc2n[nH]c(=O)n2C2CC2)cc1S(=O)(=O)N1CCOCC1,0,100,0.1,-3,9,-5,-0.2,5,1,5
COc1ccc(N2CCN(C(=O)CSc3nnc4c(C)cc5ccc(C)c(C)c5n34)CC2)cc1,8,101,-0.2,-1,4,-7,-0.2,-1,0,14
Cc1ccc(C(=O)C2CCN(S(=O)(=O)c3c(C)noc3C)CC2)cc1,-1,98,-1.4,-8,3,-20,0.0,-2,0,4
CCOC(=O)C1(Cc2ccccc2C)CCCN(C(=O)c2sccc2C)C1 (stereo not drawn),5,100,0.1,-4,7,-5,0.2,1,-6,8
C=CCOc1c(Cl)cc(CNc2ccc(N(C)C)cc2)cc1OC,-18,108,-3.7,-1,-28,-6,-0.5,16,13,-3
N#Cc1c(NCCCO)nc(NCc2ccccc2)c2c1CCN(Cc1ccccc1)C2,19,96,-0.7,-5,8,32*,-0.1,1,2,-4
COC(=O)c1cc(COC(=O)c2cccnc2SC)oc1C,6,101,-0.2,-2,9,-3,-0.2,0,3,-2
COC(=O)C1N[C@@H]([C@@H](NC(=O)COc2ccccc2)C(=O)NCc2ccccc2)SC1(C)C (stereo partly drawn),9,93,-0.9,-3,6,-6,0.3,3,-3,-3
O=C(O)COc1ccc(C(=O)Cc2ccc3c(c2)OCCCO3)c(O)c1,-9,102,-0.3,0,18,-9,0.3,-1,3,-1
CC(C)c1ccc(NC2CCCN(C(=O)c3cnsn3)C2)cc1 (stereo not drawn),-5,102,-1.5,-1,12,-5,-0.1,0,-9,3
OCCN(Cc1ccccc1)C(=S)Nc1ccc(F)cc1,7,103,-2.0,2,15,2,0.1,2,9,0
CCCCCCNC(=O)CCCCCNS(=O)(=O)c1ccc(OC)cc1,-7,98,-0.8,-7,6,-3,0.3,5,1,1
CC1CCCCC12NC(=O)N(CC(=O)NCc1cccs1)C2=O (stereo not drawn),-4,117,-1.4,1,-3,-9,-0.3,-2,nt,0

# Among those listed so far, these contain two or more sulfur atoms.
SMILES,H9c2 protect,ABCB6 inh MLPCN,MC4R ag barr,HTR2A ag,MC4R antagonist,CaV13 FRET inh,aDG glyco up,N-glyco inh,Vif inh,PDI turbidity
O=C(CSc1nc2cc(S(=O)(=O)N3CCOCC3)ccc2o1)NC1CCCc2ccccc21 (stereo not drawn),13,94,-2.3,3,15,-6,-0.2,-2,2,2
Cc1ccc(NC(=O)CSc2n[nH]c(=O)n2C2CC2)cc1S(=O)(=O)N1CCOCC1,0,100,0.1,-3,9,-5,-0.2,5,1,5
